HSF1 inhib: HSF1 inhibition | NIH3T3-HGL HSE-luciferase, MG132-induced, luminescence 8 h; active compounds read low | activity change, negative = inhibition, % at 7.5 µM (by protocol) | hit rate 0.77% among 300,000;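 active = more than half of replicate wells show activity change below -50%, luminescence cut by over half; inconclusive = some wells, but at most half, below -50%; inactive = no replicate well below -50%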;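 also: luciferase reports HSF-1 transcriptional activity via heat shock element; 0% = median of DMSO wells and -100% = zero luminescence signal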
KLF5 inh: kruppel-like factor 5 inhibition | inhibition, % at 5 µM | DLD-1 KLF5 promoter-luciferase reporter, luminescence | hit rate 0.23% among 290,000 | AID 1700;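 active = inhibition above a per-plate limit of that plate's mean compound inhibition plus 3 SD, cut at about 60% in these data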;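 also: 0% = DMSO wells and 100% = LY294002 at 200 µM; higher means less KLF5 promoter-driven luciferase light; inactives centre near -14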
GSK3 alpha inh: blocks human GSK-3 alpha kinase. ADP-Glo luminescence, 60 min. inhibition, % at 10 µM. hit rate 0.1% among 320,000. AID 2650;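 in the data active = inhibition above about 50%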;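 also: GST-tagged GSK-3 alpha with peptide substrate and 25 µM ATP; 0% = DMSO neutral wells and 100% = GW8510 positive control wells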
Target sequence (P49840 whole entry, looked up): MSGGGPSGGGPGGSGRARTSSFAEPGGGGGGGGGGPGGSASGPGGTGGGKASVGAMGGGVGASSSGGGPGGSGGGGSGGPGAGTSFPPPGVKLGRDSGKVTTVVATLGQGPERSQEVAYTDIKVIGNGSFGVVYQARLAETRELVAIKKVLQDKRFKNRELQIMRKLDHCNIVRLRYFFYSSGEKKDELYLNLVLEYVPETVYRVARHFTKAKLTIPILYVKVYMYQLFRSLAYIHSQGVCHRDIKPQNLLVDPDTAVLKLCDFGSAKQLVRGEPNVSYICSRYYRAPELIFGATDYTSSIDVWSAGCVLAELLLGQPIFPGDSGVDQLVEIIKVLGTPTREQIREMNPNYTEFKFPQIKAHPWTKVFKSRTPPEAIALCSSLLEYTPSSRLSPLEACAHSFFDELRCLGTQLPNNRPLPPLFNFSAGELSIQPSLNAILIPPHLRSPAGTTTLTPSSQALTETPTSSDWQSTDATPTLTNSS
HIF activator: HIF pathway transcriptional activation. U2OS HRE-luciferase reporter, luminescence; normalized: DMSO 0%, desferrioxamine 100%. activation, % at 7.5 µM (by protocol). hit rate 0.32% among 300,000. AID 1910;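 active = mean activation of at least 10% of the iron chelator positive control signal, with at least half of replicates also reaching 10%; inconclusive = mean and replicate majority disagree about reaching 10%; inactive = mean and most replicates under 10%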
GSK3beta inhib: human GSK3beta kinase inhibition; activity score (negative = inhibition), % at 10 µM; P49841; hit rate 0.038% among 300,000; GST-GSK3beta kinase, ADP-Glo luminescence, 60 min; active compounds read low;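 active = more than half of replicate wells score below -50%, meaning over 50% inhibition versus plate controls; inconclusive = some replicates but at most half score below -50%; inactive = no replicate scores below -50%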;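 also: 0% = median DMSO wells and -100% = median GW8510 positive control wells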
Target sequence (P49841 whole entry, looked up): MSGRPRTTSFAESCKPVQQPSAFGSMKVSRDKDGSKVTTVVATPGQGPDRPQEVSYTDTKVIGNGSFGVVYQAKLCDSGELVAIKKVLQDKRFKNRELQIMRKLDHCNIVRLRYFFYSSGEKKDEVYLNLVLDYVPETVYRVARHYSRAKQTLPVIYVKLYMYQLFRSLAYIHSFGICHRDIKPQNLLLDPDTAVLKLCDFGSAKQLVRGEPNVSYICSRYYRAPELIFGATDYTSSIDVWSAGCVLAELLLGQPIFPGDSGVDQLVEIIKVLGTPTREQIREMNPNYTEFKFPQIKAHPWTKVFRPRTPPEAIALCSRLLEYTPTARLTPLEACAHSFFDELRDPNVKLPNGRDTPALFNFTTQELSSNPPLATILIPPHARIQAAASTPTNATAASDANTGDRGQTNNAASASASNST
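Test system: GST-tagged human GSK3beta kinase, cell-free; evaluation: activity score scaled between in-plate DMSO and GW8510 controls; measured by: ADP-Glo luminescence; incubation: 60 min reaction, RT; benchmarks: DMSO and 20 µM GW8510; reagent: peptide substrate plus 25 µM ATP (final); medium: Tris/MgCl2 kinase buffer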
AI-2 QS modul: modulates the Vibrio harveyi AI-2 quorum sensing system; Vibrio harveyi JMH597 AI-2 luminescence/OD600 ratio, 9 h; active compounds read low; strain lacks LuxN and CqsS sensors; 0 = neutral-control median; activity change, % at 7.5 µM; hit rate 0.4% among 300,000; AID 2094; in the data active = activity change below about -75%, passing the limit was not always enough; inconclusive = no clear call, values can overlap the other calls;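 also: luminescence divided by OD600 gain over 9 h not by final OD600 alone; inactives centre near 13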
HSP90 refold inh: HSP90 refolding inhibition in rabbit reticulocyte lysate | luciferase refolding luminescence, 3 h | inhibition, % at 5.6 µM | hit rate 0.91% among 290,000 | AID 1789;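 active = inhibition above the screen-wide mean plus 3 SD, computed separately per campaign, cut at about 16% in these data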;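 also: 0% = DMSO wells and 100% = 60 µM geldanamycin wells; inhibitors lower the luminescence because luciferase stays unfolded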
IEC-6 cytotox: counter-screen for KLF5 inhibitors: cytotoxicity in IEC-6 cells; IEC-6 cytotoxicity, luminescence viability; inhibition, % at 5 µM; hit rate 0.78% among 290,000; AID 1825; in the data active = inhibition above about 22%;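 also: 0% = plate median of test compound wells and 100% = cytotoxic reference compound wells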
aSyn 5UTR inh: MLPCN primary screen, SNCA 5' untranslated region | alpha-synuclein 5'UTR reporter, inhibitor activity | hit rate 0.82% among 300,000 | inhibition, % (tested at 7.5 µM); in the data active = inhibition above about 60%; inconclusive = no clear call, values can overlap the other calls;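 also: H4 neuroglioblastoma cells stably carrying SNCA 5'UTR luciferase fusion; 0% = DMSO wells and 100% = positive control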
HSF-1 act: increases HSF-1 driven luciferase reporter signal. NIH3T3-HGL HSF-1 luciferase reporter, MG132, 8 h; 100% = twice DMSO control signal. activation, % at 9 µM. hit rate 1.7% among 300,000;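 active = mean replicate activation of at least 50% with a set share of replicates each reaching 50%; inconclusive = only one of those two conditions met; inactive = mean below 50% and too few replicates reaching it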;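 also: 0% = median of the neutral control wells and 100% = twice that signal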
* hit, by the source's call; ? = inconclusive; . = no result given.

entry	SMILES	HSF1 inhib	KLF5 inh	GSK3 alpha inh	HIF activator	GSK3beta inhib	AI-2 QS modul	HSP90 refold inh	IEC-6 cytotox	aSyn 5UTR inh	HSF-1 act
1	O=C(NCc1cccnc1)/C(=C\c1ccc(-c2ccc(Cl)c(Cl)c2)o1)S(=O)(=O)c1ccccc1	26	-16	1	-6.2	-2	-2	7	-6	-332	33
2	CC12C(=O)N(NC(=O)c3ccncc3)C(=O)C1C1C=CC2C1 (stereo not drawn)	3	-5	2	-0.2	-2	39	0	2	23	40
3	CCCn1c(C(C)Nc2nc(-c3cc(Cl)c(N)c(Cl)c3)cs2)nc2cc(Cl)c(N3CCCCC3)cc21 (stereo not drawn)	5	9	2	-1.4	3	25	9	6	6	18
4	O=C(O)c1ccc(Cl)c(S(=O)(=O)Nc2ccc3[nH]c(=O)[nH]c3c2)c1	-4	22	0	0.0	-15	18	-2	-6	7	-4
5	COc1ccccc1N(Cc1cc(=O)[nH]c2ccccc12)C(=O)C(C)C	0	-20	5	0.4	3	27	-1	2	27	-1
6	COc1ccc(N2CCN(C(CNC(=O)C(=O)NC3CC3)c3ccco3)CC2)cc1 (stereo not drawn)	-5	.	-4	0.0	2	26	.	.	7	2
7	CCCCNC(=O)c1cn(CC)c2ccc(S(=O)(=O)N3CCCCCC3)cc2c1=O	5	-14	0	0.6	-1	23	3	18	4	12
8	COC(=O)c1ccccc1NC(=O)CSc1nc2ccccc2c(=O)[nH]1	19	-23	4	-1.3	-1	18	2	2	2	36
9	Cc1nnc(SCC(=O)OC2CC(C)CCC2C(C)C)[nH]c1=O (stereo not drawn)	-6	-18	-9	-0.5	1	10	0	-10	26	-16
10	CN(CC(=O)N1CCCCCC1)S(=O)(=O)c1ccc(F)cc1	9	-33	0	1.2	0	3	-3	2	-55	-3
11	COc1cccc(-c2nc(CS(=O)(=O)CC(=O)Nc3cc(F)ccc3F)c(C)o2)c1	10	-12	0	-0.3	0	10	0	3	17	19
12	NC(=O)c1ccc(NC(=O)Nc2ccc3c(c2)OCO3)cc1	16	-48	-2	1.0	0	18	2	-8	-32	58*
13	Cc1ccc(S(=O)(=O)N2CCC(C(=O)NCc3cccnc3)CC2)cc1	-2	-18	1	1.4	-2	10	-2	0	34	-3
14	CCOc1ccc(NC(=O)C2CC(=O)N3CCCN=C3S2)cc1 (stereo not drawn)	22	-3	0	-44	-2	34	3	1	8	54*
15	COC(=O)c1ccc2c(c1)NC(=O)CS2	1	13	0	-0.1	4	18	2	-2	-7	-8
16	C1CN(CC23CC4CC(CC(C4)C2)C3)CCO1	-6	-20	-1	-0.4	2	6	1	0	17	-11
17	CCOc1cc(S(=O)(=O)NCCCN2CCOCC2)c(C)cc1C	4	-18	-2	-0.1	-2	-6	-6	-2	11	16
18	O=C(c1ccc2c(c1)OCO2)N1CCN(c2ncccn2)CC1	0	-15	1	-0.3	3	2	5	2	2	6
19	CN(C)S(=O)(=O)c1ccc(C(=O)Nc2ccc3c(c2)CCC3)cc1	8	-88	-1	2.8	2	-14	-6	-1	-93	9
20	CCCn1c(C(O)c2ccc(OC)cc2)nc2ccccc21 (stereo not drawn)	.	0	-1	.	.	.	-2	3	.	.
21	CC(C)C(=O)Nc1cccc(C(=O)Nc2ccc3c(c2)OCO3)c1	18	-127	0	2.1	0	15	9	3	-57	?
22	CN(C)C(CNC(C(=O)Nc1ccc([N+](=O)[O-])cc1Br)c1ccccc1)c1ccccc1 (stereo not drawn)	-9	-27	-3	0.1	0	30	4	2	-9	10
23	CC(C(=O)Nc1sc2c(c1C(=O)NCc1ccco1)CCCC2)N1C(=O)c2ccccc2C1=O (stereo not drawn)	5	-19	0	-0.2	0	26	6	1	5	-8
24	O=C(N/N=C/c1ccc(O)c2ncccc12)c1cccc(Br)c1	-18	5	-2	2.4	2	-57	2	20	67*	-22
25	CC(C)c1ccc(NC(=O)c2cc(S(=O)(=O)N3CCCC3)c[nH]2)cc1	-1	2	3	0.1	1	8	-1	-8	-16	-3

Part of the list above in another layout:
(1) O=C(NCc1cccnc1)/C(=C\c1ccc(-c2ccc(Cl)c(Cl)c2)o1)S(=O)(=O)c1ccccc1
(2) CC12C(=O)N(NC(=O)c3ccncc3)C(=O)C1C1C=CC2C1 (stereo not drawn)
(3) CCCn1c(C(C)Nc2nc(-c3cc(Cl)c(N)c(Cl)c3)cs2)nc2cc(Cl)c(N3CCCCC3)cc21 (stereo not drawn)
(4) O=C(O)c1ccc(Cl)c(S(=O)(=O)Nc2ccc3[nH]c(=O)[nH]c3c2)c1
(5) COc1ccccc1N(Cc1cc(=O)[nH]c2ccccc12)C(=O)C(C)C
(6) COc1ccc(N2CCN(C(CNC(=O)C(=O)NC3CC3)c3ccco3)CC2)cc1 (stereo not drawn)
(7) CCCCNC(=O)c1cn(CC)c2ccc(S(=O)(=O)N3CCCCCC3)cc2c1=O
compound no. | 1 | 2 | 3 | 4 | 5 | 6 | 7
HSF1 inhib | 26 | 3 | 5 | -4 | 0 | -5 | 5
KLF5 inh | -16 | -5 | 9 | 22 | -20 | . | -14
GSK3 alpha inh | 1 | 2 | 2 | 0 | 5 | -4 | 0
HIF activator | -6.2 | -0.2 | -1.4 | 0.0 | 0.4 | 0.0 | 0.6
GSK3beta inhib | -2 | -2 | 3 | -15 | 3 | 2 | -1
AI-2 QS modul | -2 | 39 | 25 | 18 | 27 | 26 | 23
HSP90 refold inh | 7 | 0 | 9 | -2 | -1 | . | 3
IEC-6 cytotox | -6 | 2 | 6 | -6 | 2 | . | 18
aSyn 5UTR inh | -332 | 23 | 6 | 7 | 27 | 7 | 4
HSF-1 act | 33 | 40 | 18 | -4 | -1 | 2 | 12

Next compounds.
entry	SMILES	HSF1 inhib	KLF5 inh	GSK3 alpha inh	HIF activator	GSK3beta inhib	AI-2 QS modul	HSP90 refold inh	IEC-6 cytotox	aSyn 5UTR inh	HSF-1 act
26	CSc1nsc(/C=C/Nc2ccc(F)cc2)c1C#N	16	-6	-4	0.0	0	29	-1	5	-6	32
27	COc1ccc(CN(C(=O)/C=C/C(=O)c2ccc(OC)cc2O)C(C(=O)NC2CCCCC2)c2ccncc2)cc1 (stereo not drawn)	4	7	-2	-0.1	-4	-7	2	-4	13	-6
28	CCC(C)(C)NC(=O)C(c1ccc(OC)cc1)N(CCOC)C(=O)CCC(=O)Nc1nccs1 (stereo not drawn)	0	-25	1	0.1	4	12	0	-5	1	-1
29	O=C(NN1C(=O)/C(=C\c2ccc(O)c([N+](=O)[O-])c2)SC1=S)c1ccccc1Cl	-1	-3	-5	0.3	6	28	1	2	1	5
30	Cc1ccc(/C=N/NC(=O)COc2ccc(Cl)c(C)c2)o1	7	-2	-1	0.5	0	19	-4	4	6	15
31	Cn1c(=O)c2c(ncn2CC(=O)Nc2nc(-c3ccc(F)c(F)c3)cs2)n(C)c1=O	-3	-22	-3	-0.6	-1	23	3	-1	29	9
32	COc1ccc(CNC(=O)C2CCC(CNS(=O)(=O)c3cccs3)CC2)cc1 (stereo not drawn)	2	-6	0	-0.4	.	.	-5	-7	-4	14
33	COc1cc(C)c(S(=O)(=O)N2CCN(C)CC2)cc1C	-5	12	5	0.1	1	-11	0	-3	3	-16
34	O=C(NCCc1ccccc1)c1ccccc1NC(=O)C1CCCCC1C(=O)O (stereo not drawn)	22	-68	-1	1.5	-2	26	47*	0	-146	44
35	Cc1cc(-c2ccc(C)c(S(=O)(=O)NCCCN3CCCCCC3)c2)on1	2	-37	1	0.4	2	26	4	0	0	18
36	COc1ccc(OC)c(C2NC(=O)NC(C)=C2C(=O)Nc2ccc(C)cc2)c1 (stereo not drawn)	2	4	-1	0.1	-3	7	2	8	-28	4
37	O=C(Nc1ccc(F)cc1F)c1cc2nc3c(c(C(F)(F)F)n2n1)CCCC3	-55*	-23	-1	3.1	-4	15	-1	5	-79	-62
38	CC(C)C1N=C2c3ccccc3N=C(SCC#N)N2C1=O (stereo not drawn)	-13	-1	0	-0.6	2	2	-1	-5	17	-27
39	O=C(Cn1nc(Cc2cccnc2)c2ccccc2c1=O)Nc1ccccc1F	-2	-8	1	-0.1	1	9	-4	-1	4	2
40	CC(=O)C(C)Oc1cc(C)cc2oc(=O)c(C)c(C)c12 (stereo not drawn)	1	-24	1	-0.1	0	19	1	-3	-1	24
41	CCOc1ccc(-c2cn[nH]c2N)cc1	2	24	-2	-0.4	3	32	4	9	-25	11
42	COC(=O)C1=C(NC(=O)CCCCl)CCS1	-7	-16	-1	-0.6	2	17	-3	-6	0	-5
43	Cc1cc(NS(=O)(=O)c2ccc(NC(=O)Cc3ccc([N+](=O)[O-])cc3)cc2)no1	-5	-19	1	-8.2	3	-64	2	-6	-1	2
44	CCc1ccccc1NC1=NCC(=O)N1Cc1ccc(OC)cc1	-2	-35	2	-0.1	2	-4	-3	-5	7	-8
45	CC1CCCN(c2nc3c(c(=O)n(C)c(=O)n3C)n2Cc2ccccc2)C1 (stereo not drawn)	3	.	0	0.3	-2	9	.	.	1	39
46	CCOC(=O)c1nc(C)n(-c2cc(Cl)ccc2Cl)n1	-6	2	-1	0.1	-5	17	-3	-8	6	33
47	NS(=O)(=O)c1ccc2nc(NC(=O)Nc3ccccc3F)sc2c1	8	-139	1	-0.7	-2	10	4	-6	-50	33
48	COCCCNC(=O)Nc1ccc(Br)cc1Cl	7	-35	-3	0.6	-2	18	-1	-2	-72	-2
